Bioassay records as filed in PubChem BioAssay.
MOR-DOR inv ag = inverse agonists of human mu-delta opioid receptor heterodimerization; P35372+P41143; cell-based MOR-DOR heterodimer luminescence, inverse agonism; inhibition, % at 9.3 µM; 0.21% of 340,000 active; in the data active = inhibition above about 22%, passing the limit was not always enough;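 also: 0% = cells with DMSO and 100% = wells without cells with DMSO; values of inactives mirror those of a sister screen read the other way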
DSG3 Ab inh = blocks pemphigus antibody binding to human desmoglein-3; P32926; DSG3-coupled beads, scFv-anti-DSG3-GFP binding, flow cytometry; active compounds read low; binding (percent of control), % at 10 µM; 0.48% of 310,000 active; AID 588358;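 active = binding more than 3 SD below its plate's average and above zero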;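 also: hits lower antibody fragment binding to DSG3; some compounds called inactive have numbers as strong as hits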
Target sequence (P32926 whole entry, looked up, the tested form may be a part): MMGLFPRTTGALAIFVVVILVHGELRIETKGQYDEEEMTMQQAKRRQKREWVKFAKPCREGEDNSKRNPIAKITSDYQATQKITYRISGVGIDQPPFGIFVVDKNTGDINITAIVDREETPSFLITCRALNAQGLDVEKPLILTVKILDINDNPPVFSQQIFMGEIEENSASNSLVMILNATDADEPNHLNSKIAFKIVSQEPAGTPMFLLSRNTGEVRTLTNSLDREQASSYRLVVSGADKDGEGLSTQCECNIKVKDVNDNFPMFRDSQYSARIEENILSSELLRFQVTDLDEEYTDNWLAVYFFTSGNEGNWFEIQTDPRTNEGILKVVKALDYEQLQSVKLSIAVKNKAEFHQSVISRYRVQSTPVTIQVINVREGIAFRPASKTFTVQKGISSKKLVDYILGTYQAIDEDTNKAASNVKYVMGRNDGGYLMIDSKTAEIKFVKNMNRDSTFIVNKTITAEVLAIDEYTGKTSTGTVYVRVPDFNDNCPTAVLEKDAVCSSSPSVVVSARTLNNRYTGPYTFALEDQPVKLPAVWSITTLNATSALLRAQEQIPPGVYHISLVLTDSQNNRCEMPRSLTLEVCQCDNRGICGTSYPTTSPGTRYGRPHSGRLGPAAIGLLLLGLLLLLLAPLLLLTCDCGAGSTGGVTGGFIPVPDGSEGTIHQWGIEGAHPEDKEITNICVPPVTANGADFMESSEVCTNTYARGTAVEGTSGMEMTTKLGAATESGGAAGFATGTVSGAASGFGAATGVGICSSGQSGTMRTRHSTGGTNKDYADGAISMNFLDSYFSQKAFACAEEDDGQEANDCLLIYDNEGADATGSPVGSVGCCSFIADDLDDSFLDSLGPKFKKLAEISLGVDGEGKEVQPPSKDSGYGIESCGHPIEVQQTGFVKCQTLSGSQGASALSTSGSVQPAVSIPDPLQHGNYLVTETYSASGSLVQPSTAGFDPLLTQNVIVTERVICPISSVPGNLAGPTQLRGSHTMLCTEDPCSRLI
PfHsp90 set2 = reduces growth (ATP signal) of yeast expressing P. falciparum Hsp90; S. cerevisiae expressing PfHsp90, BacTiter-Glo ATP, 48 h; yeast lacking PDR1 and PDR3 efflux regulators; inhibition, % at 9.4 µM; 0.32% of 310,000 active; AID 504621;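 active = every replicate shows inhibition above about 80%, whatever the replicate mean, limit read from the data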;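 also: 0% = DMSO neutral controls and 100% = 20 µM radicicol positive controls; yeast relying on Plasmodium falciparum Hsp90 in place of its own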
PKA-R1A activ = activators of PKA-R1A complex; PKA-R1A dissociation, Cy5-IP20 fluorescence polarization; scaled: DMSO 0%, 113 µM cGMP 100%; 0.083% of 340,000 active; AID 504707; P00514+P68181; activation, % at 11.4 µM;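 active = percent activation above the mean of all tested compounds plus 3 SD, cut at about 19% in these data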;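 also: higher means more PKAc released from R1A so a rise in polarization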
Ecoli viability = reduces bacterial viability in AddAB counter-screen; E. coli V3065 growth, OD600 absorbance, 18 h; 0.27% of 330,000 active; inhibition, % at 11.9 µM;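 active = inhibition above the campaign's mean inhibition across all tested compounds plus 3 SD, cut at about 9.9% in these data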;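 also: uninfected addAB+ strain grown without phage in ampicillin broth; 0% = DMSO wells and 100% = ciprofloxacin 0.95 µg/ml wells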
SUMO Mot1 rescue = inhibitors of SUMOylation pathway: yeast Mot1-301 growth rescue | S. cerevisiae Mot1-301 growth rescue, ATP luminescence, 38.5C; percent above DMSO median, 100 means doubled | growth rescue, % at 18.8 µM | 1% of 320,000 active | AID 2716;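 active = every valid replicate shows activation above 250% relative to neutral control wells; inactive = the rest, any valid replicate at or below 250%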;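 also: OY570 slx delta 5 strain wells were the positive control but not used for scaling; some compounds called inactive have numbers as strong as hits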
Arr AP2 block = blocks beta-arrestin peptide binding to AP2 adaptin; inhibition, % at 10 µM; 0.31% of 340,000 active; FITC-arrestin peptide / GST-AP2 beads, flow cytometry; AP2 beta2 appendage carries R879A mutation;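 active = inhibition above a set limit, near 3 SD of compounds lacking own fluorescence, cut at about 54% in these data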;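 also: plate controls were DMSO wells for no effect and 5 µM unlabelled arrestin peptide for full effect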
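System: GST-tagged AP2 beta2-adaptin appendage (R879A) on 4 µm glutathione beads / Reagent: FITC-arrestin peptide, 50 nM / Detection: HyperCyt-sampled flow cytometry, FL1 channel, ex 488/em 535 nm / Timing: 12 min plus 1 h, RT / Buffer or medium: PBS plus Tween 20 (0.05%) and BSA (0.1%)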
Tat export inh = blocks Tat-dependent protein export in E. coli; E. coli MC4100 TorA-mCherry Tat export, fluorescence; 0.036% of 340,000 active; AID 488895; inhibition, % at 10 µM;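 active = mean replicate inhibition at least 50% and at least half of replicates individually reaching 50%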;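 also: exported cargo escapes ClpAP degradation while cytoplasmic cargo is degraded and loses fluorescence; 0% = median of neutral control wells and 100% = median of NaSCN control wells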
phage Ecoli inh = E. coli growth loss with phage present; 0.26% of 360,000 active; growth absorbance; inhibition, % at 11.9 µM; AID 651602; in the data active = inhibition above about 11%
AddAB inh = less growth of phage-infected E. coli with AddAB; AID 435030; inhibition, % at 11.9 µM; 0.29% of 330,000 active; E. coli expressing H. pylori AddAB, absorbance growth; in the data active = inhibition above about 12%;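 also: 0% = vehicle wells of infected cells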
OPRM1-OPRD1 ag = agonists of human mu-delta opioid receptor heterodimerization | P35372+P41143 | cells, OPRM1-OPRD1 heterodimerization, luminescence | activation, % at 9.3 µM | 0.3% of 340,000 active; in the data active = activation above about 18%;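 also: 0% = vehicle-treated cells and 100% = reference agonist; values of inactives mirror those of a sister screen read the other way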
The depositor's hits bear a star; i = inactive; . = not tested or not shown; & = joins results of further samples.

SMILES	MOR-DOR inv ag	DSG3 Ab inh	PfHsp90 set2	PKA-R1A activ	Ecoli viability	SUMO Mot1 rescue	Arr AP2 block	Tat export inh	phage Ecoli inh	AddAB inh	OPRM1-OPRD1 ag
CC(C)Oc1cc(S(=O)(=O)N2CCCCC2)ccc1N	12	100	4	5	-0.3	-10	-12	5	0.5	3.0	-2.6
CCOC(=O)CNC(=O)COc1ccc(Cl)cc1Br	7	106	.	-14	-1.9	-4	5	7	2.4	3.1	-1.5
COC(=O)C1=CN(C2CC2)C=C(C(=O)OC)C1c1ccc(C(=O)OC)cc1	0	.	-42	-8	2.2	173	0	3	2.5	3.2	-0.1
CC1CCCCN1S(=O)(=O)c1ccc(C(=O)N(CCCN(C)C)c2nc3cc4c(cc3s2)OCO4)cc1 (stereo unspecified)	8	.	15	-10	-2.4	1	-9	4	-0.1	-1.6	-1.6
COc1ccc(NC(=O)c2cccc(S(=O)(=O)Nc3ccc(Br)cc3)c2)cn1	-14	91	-15	-6	4.2	-4	1	6	2.5	4.9	2.4
CN(C)C(=O)CNC(=O)CN1C(=O)NC2(CCCc3sccc32)C1=O (stereo unspecified)	-9	107	32	-8	-0.6	-10	-12	-6	0.4	2.3	1.1
O=C1CC(SCCO)C(=O)N1c1ccc(Oc2ccccc2)cc1 (stereo unspecified)	2	102	27	-8	1.2	-2	-1	1	1.1	-1.8	-0.3
CC(C)(C)NC(=O)C[n+]1ccc(C(N)=O)cc1	-3	99	-7	-3	0.4	.	4	8	2.0	2.0	0.4
COc1ccc(/C=C/C(=O)Nc2ccc(C)c(S(=O)(=O)N3CCOCC3)c2)cc1	-11	101	.	13	-0.6	.	50	0	3.0	-0.7	1.9
CC(=O)C1=C(C)NC(SCc2cccc([N+](=O)[O-])c2)=C(C#N)C1c1ccco1 (stereo unspecified)	11	94	-28	17	0.7	81	-39	2	2.2	2.9	-2.2
Cc1cc2ccccn2c1C(=O)Nc1cccc(Cl)c1	-67	108	7	5	0.4	206	-29	16	-0.4	1.4	13
O=[N+]([O-])c1ccc(NC(=S)NCC(c2cccnc2)N2CCOCC2)cc1 (stereo unspecified)	5	93	3	3	-1.1	5	13	-9	-1.7	0.5	-1.0
O=c1ccn(-c2ccccc2)[nH]1	13	103	6	-5	2.7	-10	-8	2	4.5	7.0	-2.4
CCOC(=O)C(=NC1CCS(=O)(=O)C1)NNc1cc(Cl)ccc1Cl (stereo unspecified)	-6	101	-1	7	-0.8	231	-20	4	2.6	-3.4	1.2
CCOc1ccc2oc(=O)cc(CN3CCN(C(=O)c4ccco4)CC3)c2c1	11	.	7	-5	0.2	-11	19	1	-0.7	3.7	-2.1
COc1ccc(C2=NOC(C(=O)O)C2)cc1 (stereo unspecified)	5	100	12	4	3.0	133	4	-8	-2.1	0.8	-1.0
COc1ccc(N2CCN(S(=O)(=O)CCNC(=O)c3cc(=O)c4ccccc4o3)CC2)cc1	9	-12*	-11	-9	1.4	1	-4	2	2.6	6.0	-1.8
CN(C)C(CNC(=O)c1ccc(NS(=O)(=O)c2ccc(F)c(F)c2)cc1)c1ccccc1 (stereo unspecified)	7	96	2	3	1.4	6	5	10	0.9	1.0	-1.3
NC(N)=NC(N)=Nc1ccc(O)cc1	-2	211	-11	-9	-0.5	170	-4	-13	-2.0	0.2	0.3
COC(=O)C1=C(C)N=C2SC(C)C(=O)N2C1/C=C/c1ccccc1 (stereo unspecified)	4	.	-14	11	-1.2	-19	5	4	1.7	-0.3	-0.8

Entries listed so far containing a furan ring, fused or not, in the order listed:
SMILES	MOR-DOR inv ag	DSG3 Ab inh	PfHsp90 set2	PKA-R1A activ	Ecoli viability	SUMO Mot1 rescue	Arr AP2 block	Tat export inh	phage Ecoli inh	AddAB inh	OPRM1-OPRD1 ag
CC(=O)C1=C(C)NC(SCc2cccc([N+](=O)[O-])c2)=C(C#N)C1c1ccco1 (stereo unspecified)	11	94	-28	17	0.7	81	-39	2	2.2	2.9	-2.2
CCOc1ccc2oc(=O)cc(CN3CCN(C(=O)c4ccco4)CC3)c2c1	11	.	7	-5	0.2	-11	19	1	-0.7	3.7	-2.1

The list goes on:
SMILES	MOR-DOR inv ag	DSG3 Ab inh	PfHsp90 set2	PKA-R1A activ	Ecoli viability	SUMO Mot1 rescue	Arr AP2 block	Tat export inh	phage Ecoli inh	AddAB inh	OPRM1-OPRD1 ag
CCOc1cc(CNn2nnnc2N)cc(Cl)c1OCC(=O)NC(C)(C)C	3	.	74	8	0.6	-12	-4	8	1.0	1.4	-0.7
N#Cc1cc(Cl)c(N2CCOCC2)cc1C#N	17	101	9	3	-3.8	157	-1	1	-0.1	-2.4	-3.4
CN(C)c1ccc(NC(=O)CC(NCc2ccccn2)C(=O)O)cc1 (stereo unspecified)	7	90	-33	1	1.4	221	7	-9	1.8	4.6	-1.3
Cc1c(F)cccc1NS(=O)(=O)c1ccc2c(c1)NC(=O)CO2	10	100	-9	-3	-1.5	-20	30	-9	4.0	1.0	-2.0
CC(=O)Oc1ccc(/C=N/NC2=NS(=O)(=O)c3ccccc32)cc1	8	103	-8	4	0.8	7	6	-12	-0.7	0.8	-1.8
CC1CCCCC1NC(=O)NC(=O)COC(=O)c1cncc(Br)c1 (stereo unspecified)	-16	.	1	3	0.3	.	-19	2	0.1	2.3	4.0
Cc1occc1-c1nnc(SCC(=O)N(C)CCC#N)n1N	5	108	-2	7	-1.1	266	1	6	0.4	0.7	-0.8
Cc1cccc(NC(=O)CN2CCc3cc4c(cc3C2)OCCCO4)c1	19	.	-15	-10	0.6	10	6	3	-0.6	1.9	-3.7
CC1=CC(C)C(C(=O)O)C(C(=O)N2CCN(C)CC2)C1 (stereo unspecified)	2	82	7	-6	2.8	7	22	-6	6.2	1.1	-0.5
Cc1ccc(N(C(=O)c2csnn2)C(C(=O)NC2CCCC2)c2ccccn2)c(C)c1 (stereo unspecified)	1	111	13	-12	2.1	-7	-5	-10	1.0	5.5	-0.2
CC(=O)NCCOc1nc(N(C)C)nc(N(C)C)n1	17	101	-8	-6	0.5	27	18	-16	2.6	2.9	-3.1
CN(/N=C/c1ccc(C(C)(C)C)cc1)C1=NCCN1	1	101	-11	4	0.0	-10	14	4	2.3	1.3	-0.2
O=[N+]([O-])c1ccc(-c2cccnc2)cc1	-10	134	10	-2	.	.	18	-8	4.4	.	2.0
CSc1nsc(SCC(=O)NC2CCCCC2)n1	10	93	.	-13	0.9	2	8	-4	-0.8	3.9	-2.3
Cc1cc(C(=O)NCCN2C(=O)S/C(=C\c3cccs3)C2=O)ccc1[N+](=O)[O-]	-11	103	-8	-10	-0.2	1	8	3	4.3	2.5	1.5
CCN(CC)CCCNc1cc(C)nc2cc(-c3cccs3)nn12	11	94	4	-8	2.1	136	44	-7	2.2	1.0	-2.0
CCOc1ccccc1-n1nnnc1SCC(=O)N1CCCC1=O	9	.	7	-2	-0.4	7	3	1	3.2	0.5	-2.3
COc1ccc(Nc2nc(N)nc(CSC(=S)N3CCC(C)CC3)n2)cc1	4	105	12	-3	-1.5	4	23	-11	4.0	-0.1	-0.7
Cc1ccc(C(=O)COC(=O)c2cccs2)cc1	-4	105	71	-8	-0.9	-10	-5	-6	1.4	-0.2	0.8
Cc1ccc(C(=O)OCC(=O)N2C(C)CCCC2C)cc1S(=O)(=O)N1CCCCC1 (stereo unspecified)	3	109	-6	-7	-1.9	349	-12	-2	-0.8	-0.9	-0.5
O=C(Nc1cccc(O)c1)c1ccc(C(F)(F)F)cc1	-6	105	-41	-2	2.2	-13	-1	-8	3.6	4.1	1.0
Cc1cc(C)n(C(=O)CNC(=O)CCc2ccccc2)n1	12	115	-11	-1	1.1	8	7	3	2.3	-3.9	-2.4
CCOC(=O)C1=CN(C)CCC1=O	18	111	-6	-6	.	.	-14	-12	3.2	.	-3.8
Cc1cc(NC(=O)c2ccc(F)cc2)n(-c2ccccc2)n1	15	90	-17	-4	-1.4	-16	-11	-9	2.7	-2.1	-3.3
COc1ccc(NC(=O)CN(C)C(=O)CN2C(=O)NC3(CCCCC3)C2=O)cc1	9	.	-22	10	0.3	21	-1	6	1.2	-0.1	-2.2
COC(=O)[C@H](CC(C)C)NC(=O)Nc1ccc(S(N)(=O)=O)cc1	5	98	4	-7	1.1	0	8	-2	1.3	2.1	-0.9
Cc1nc2ccccc2cc1O	22	99	1	0	-0.1	-10	-3	2	1.2	3.8	-4.3
O=C1CCC(C(=O)Nc2ccc([N+](=O)[O-])cc2)N1 (stereo unspecified)	8	98	-16	0	-1.6	4	-6	-9	-1.5	-1.3	-2.0
CC(=O)OCC(=O)[C@H]1CC[C@H]2[C@@H]3CC=C4C[C@@H](O)CC[C@]4(C)[C@H]3CC[C@]12C	-8	102	47	2	-0.3	49&126	-4	5	3.2	-3.0	1.5
CCOC(=O)c1ccc(NC(=O)CN2C(=O)CSC2=O)cc1	4	101	.	-9	-0.7	-12	12	13	1.3	-1.9	-0.7
CC1CCN(C(=O)c2ccc(S(=O)(=O)NCc3ccco3)cc2)CC1	8	106	30	-4	1.1	1	16	0	3.6	4.0	-1.4
O=C(Cn1ccc(NC(=O)OCc2ccccc2)nc1=O)NCc1ccc2c(c1)OCO2	6	100	15	13	2.2	2	5	-7	2.4	1.0	-1.1
COc1cc(/C=C/C(=O)O)ccc1OCc1ccc([N+](=O)[O-])cc1	4	94	10	-3	-0.2	-5	30	-9	4.1	0.8	-0.9
COc1ccc(N2CCN(C(=O)COc3ccc4ccccc4c3)CC2)cc1	17	102	-8	-10	-0.8	-2	-6	-5	1.3	1.0	-2.9
Cc1nn(CC(=O)Nc2cccnc2)c(C)c1[N+](=O)[O-]	9	95	-2	6	3.1	-5	30	0	1.2	-0.5	-1.6
CCN(CC(=O)Nc1ccc(NC(C)=O)cc1)C(=O)c1ccccc1SCc1c(C)noc1C	13	99	.	8	-2.4	-4	2	-2	6.5	0.0	-2.5
Cc1cc(NC(=O)CSc2ncccn2)no1	15	109	16	-7	1.2	-7	3	4	4.7	0.3	-2.6
CC1CCN(CCCn2c(=S)[nH]c3ccccc3c2=O)CC1	12	113	-3	-7	3.2	0	10	-13	0.6	1.6	-2.5
CCOC(=O)C1CCN(C(=O)COc2ccc(Cl)cc2C)CC1	11	.	.	-1	-3.9	-28	-3	-4	-0.2	3.2	-2.1
Cc1ccnc2nc(C(=O)NC3CCCc4ccccc43)nn12 (stereo unspecified)	-2	.	28	-1	0.0	13	3	-4	1.5	-0.9	0.4
Cc1cc(C)n2nc(SCC(=O)Nc3ccc(F)c(F)c3F)nc2n1	10	93	.	8	1.9	2	-4	-7	0.4	2.2	-2.3
O=S(=O)(c1ccccc1)c1ncc(C(F)(F)F)cc1O	7	95	-19	2	0.6	i	-3	-2	1.0	-0.2	-1.0
O=C(NCCC(=O)N1CCN(C(=O)c2ccco2)CC1)c1ccccc1Cl	17	87	.	9	-2.1	-4	7	-2	1.5	-1.1	-3.2
